Assay outcomes from PubChem BioAssay.
S1P4 antagonist: antagonists of human S1P4 receptor; inhibition, % at 4.98 µM; AID 1510; hit rate 0.26% among 220,000; S1P4-expressing cells, antagonist mode, reporter read-out; in the data active means inhibition above about 29%;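 further: 0% = wells stimulated with agonist and 100% = vehicle wells without agonist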
Wee1 stabilizer: human Wee1 degradation inhibition, primary screen | P30291 | HeLa Luc-Wee1K328M stability, luciferase luminescence; 100% = proteasome inhibitor MG132 effect | hit rate 1.2% among 220,000 | AID 1321 | reporter increase, % at 5 µM;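 active means activation above the mean of all tested compounds plus 3 SD, set per screening run, cut at about 8.8% in these data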;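 further: cells exposed to compound for 20 h before luminescence read; 0% = DMSO alone and 100% = MG132 at 30 µM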
Target sequence (P30291 whole entry K328M): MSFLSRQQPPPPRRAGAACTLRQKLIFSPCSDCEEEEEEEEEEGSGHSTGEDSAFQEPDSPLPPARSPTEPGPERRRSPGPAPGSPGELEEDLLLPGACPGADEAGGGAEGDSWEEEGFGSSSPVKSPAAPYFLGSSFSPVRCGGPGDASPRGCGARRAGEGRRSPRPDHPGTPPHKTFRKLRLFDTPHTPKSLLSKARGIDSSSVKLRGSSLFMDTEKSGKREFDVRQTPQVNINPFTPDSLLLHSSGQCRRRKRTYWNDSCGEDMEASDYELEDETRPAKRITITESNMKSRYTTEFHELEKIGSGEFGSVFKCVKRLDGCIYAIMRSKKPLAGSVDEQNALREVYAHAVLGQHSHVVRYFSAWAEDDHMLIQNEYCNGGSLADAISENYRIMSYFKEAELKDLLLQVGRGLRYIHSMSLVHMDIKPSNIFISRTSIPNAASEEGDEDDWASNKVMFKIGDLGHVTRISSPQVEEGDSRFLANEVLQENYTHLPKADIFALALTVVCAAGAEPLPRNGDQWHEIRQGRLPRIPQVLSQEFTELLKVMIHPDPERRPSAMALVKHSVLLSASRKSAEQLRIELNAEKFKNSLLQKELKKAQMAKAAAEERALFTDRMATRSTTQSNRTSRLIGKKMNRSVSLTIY
eIF4E-4G inh: eIF4E/eIF4G interaction inhibition in translation initiation | P63073+Q04637 | TR-FRET eIF4E-eIF4GI(517-606) binding, 2 h | inhibition, % at 21.7 µM | hit rate 0.37% among 220,000;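 active means inhibition above about 30%, limit read from the data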;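 further: 0% = full FRET control wells and 100% = background wells lacking eIF4GI fragment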
BaF3 parental: reduces parental Ba/F3 cell viability, JAK2V617F counter-screen. hit rate 1.1% among 220,000. inhibition, % at 5.6 µM. CellTiter-Glo ATP luminescence;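 active means inhibition above a per-campaign cutoff, the mean inhibition of all tested compounds plus 3 SD, cut at about 27% in these data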;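 further: 0% = DMSO wells and 100% = JAK Inhibitor I control wells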
Ba/F3 V617F tox: reduce viability of Ba/F3 cells dependent on JAK2V617F. Ba/F3 EpoR-JAK2V617F viability, ATP luminescence. hit rate 1.1% among 220,000. inhibition, % at 5.6 µM. AID 1446;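 active means inhibition above the campaign mean plus 3 SD over all tested compounds, cut at about 24% in these data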;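 further: cytokine-independent growth of Ba/F3 cells driven by EpoR plus mutant JAK2; 0% = DMSO-treated cells and 100% = JAK inhibitor I control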
NPY-Y2 PAM-ag: potentiators or agonists of human neuropeptide Y receptor Y2. hit rate 0.45% among 220,000. P49146. activation, % at 3.6 µM. cells expressing NPY-Y2, potentiator/agonist read-out; in the data active means activation above about 27%;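 further: cells stimulated with NPY near EC25 plus isoproterenol at EC100; 0% = vehicle plus submaximal agonist and 100% = vehicle plus saturating agonist; some results beyond the cut were filed as inactive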
Target sequence (P49146 whole entry, looked up): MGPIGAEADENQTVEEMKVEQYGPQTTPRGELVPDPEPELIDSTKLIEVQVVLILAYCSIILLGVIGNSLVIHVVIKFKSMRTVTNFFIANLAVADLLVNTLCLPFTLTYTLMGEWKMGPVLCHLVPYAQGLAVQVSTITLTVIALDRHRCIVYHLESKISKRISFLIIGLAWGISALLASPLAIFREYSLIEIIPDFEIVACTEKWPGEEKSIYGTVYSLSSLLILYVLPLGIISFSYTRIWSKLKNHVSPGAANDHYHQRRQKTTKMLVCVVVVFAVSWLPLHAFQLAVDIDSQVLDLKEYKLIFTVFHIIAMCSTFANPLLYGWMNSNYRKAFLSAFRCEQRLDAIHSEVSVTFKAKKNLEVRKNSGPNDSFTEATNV
S1P4 agonist: human S1P4 receptor agonism | S1P4-expressing cell line, agonist reporter assay | activation, % at 4.98 µM | hit rate 0.35% among 220,000 | AID 1509; in the data active means activation above about 11%;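 further: 0% = DMSO vehicle and 100% = reference agonist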
MDM2 E3 inh: Mdm2 E3 ligase (human) inhibition. AID 1230. hit rate 0.11% among 210,000. signal enhancement, % at 5 µM. cell-based MDM2 ubiquitination luciferase reporter, 2 h; 0 = plate control, 100 = twice control, blank-subtracted;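 active means signal enhancement of 30% or more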;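 further: luminescence tracks abundance of the self-degrading MDM2-luciferase fusion protein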
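Assay system: mammalian cells stably expressing self-ubiquitinating, self-degrading MDM2 E3–luciferase fusion. Quantity: 2000 cells in each well. Medium: DMEM culture medium. Compound dosing: single-point 5 µM. Timing: cell settling 4 h, compound treatment 2 h, both 37 °C. Technique: luciferase luminescence. Read-out basis: percent signal gain over controls, blank-subtracted. Benchmarks: plate controls and plate blanks.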
PERK inh: blocks human PERK kinase; Q9NZJ5; CHO PERK-DD fusion, SEAP luminescence translation reporter; inhibition, % at 5.6 µM; hit rate 0.17% among 220,000; AID 1416;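 active means inhibition above the mean inhibition of all tested compounds plus 3 SD, set separately per screening campaign, cut at about 2.9% in these data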;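 further: PERK kinase domain activated by AP20187 dimerizer at 100 nM; 0% = DMSO with dimerizer and 100% = rapamycin at 8.4 µM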
Starred values were filed as active, the others as inactive; x = no result given; [ ] = remark or other dose.

#	Compound	S1P4 antagonist	Wee1 stabilizer	eIF4E-4G inh	BaF3 parental	Ba/F3 V617F tox	NPY-Y2 PAM-ag	S1P4 agonist	MDM2 E3 inh	PERK inh
1	NC(=O)CSc1nnc(Cc2csc(Nc3ccccc3)n2)n1Cc1ccccc1	-24	-1	17	6	5	-23	0.7	-4	1.2
2	CCOC(=O)CCc1n[nH]c(=O)[nH]c1=O	-19	1	1	0	1	11	-1.1	-6	0.1
3	O=C1NC(=NCc2ccccc2)S/C1=C/c1ccc(O)cc1	6	-2	-5	1	2	-10	0.8	-15	0.9
4	O=C(c1ccc(F)cc1)C(CCCCCC(CN1CCOCC1)C(=O)c1ccc(F)cc1)CN1CCOCC1 (centres undefined)	-8	1	2	5	3	-9	1.9	-7	-0.4
5	COc1ccc(Br)cc1CNC(C)c1ccccc1 (centres undefined)	6	7	2	2	-2	6	0.8	-3	-0.7
6	CCCN1CCN(c2nc(-c3cccs3)nc3ccccc23)CC1	12	3	4[fluorescence artefact?]	6	-2	-9	0.3	9	-0.7
7	O=C(c1cccc(N2C(=O)c3ccccc3C2=O)c1)N1CCCCCC1	8	3	-4	4	0	-4	-1.4	-13	0.4
8	O=C(CSC1=NCCN1)Nc1cccc([N+](=O)[O-])c1	-1	-1	3	3	1	3	0.4	-14	-0.2
9	COc1ccc(-c2nnn(CC(=O)N(Cc3cccs3)C(C)C(=O)NC3CCCC3)n2)cc1OC (centres undefined)	2	-2	0	4	-1	-15	-0.4	2	-0.6
10	CN(C)c1nc(N2CCOCC2)nc(N(c2ccccc2)c2ccccc2)n1	-6	6	9	1	-2	-9	2.3	-5	0.6
11	CCN1CCc2nc(SCC(=O)Nc3ccc(OC)cc3)c(C#N)cc2C1	-17	2	-16	8	1	9	1.1	-12	0.1
12	O=C(NCc1ccccc1)C1C2C=CC3(CN(Cc4cccnc4)C(=O)C13)O2 (centres undefined)	-4	-2	-15	1	-3	0	-0.6	0	-0.1
13	CCc1nnc(NC(=O)CSc2ccc(-c3nc4ccccc4[nH]3)cn2)s1	-9	-4	-23	4	3	-12	-0.1	-20	-1.3
14	O=C(COc1ccc(C(=O)c2ccc(F)cc2)cc1)NCc1ccc(F)cc1	-25	11*	6	8	-1	-13	2.1	-8	0.9
15	Cc1cc(C)c2c3c(sc2n1)C(c1ccccc1)C(C#N)=C(N)O3 (centres undefined)	-5	-1	0	3	-3	-17	0.3	-4	-0.2

Reprinted at random: 2 compounds from above
#	Compound	S1P4 antagonist	Wee1 stabilizer	eIF4E-4G inh	BaF3 parental	Ba/F3 V617F tox	NPY-Y2 PAM-ag	S1P4 agonist	MDM2 E3 inh	PERK inh
11	CCN1CCc2nc(SCC(=O)Nc3ccc(OC)cc3)c(C#N)cc2C1	-17	2	-16	8	1	9	1.1	-12	0.1
5	COc1ccc(Br)cc1CNC(C)c1ccccc1 (centres undefined)	6	7	2	2	-2	6	0.8	-3	-0.7

New compounds follow:
#	Compound	S1P4 antagonist	Wee1 stabilizer	eIF4E-4G inh	BaF3 parental	Ba/F3 V617F tox	NPY-Y2 PAM-ag	S1P4 agonist	MDM2 E3 inh	PERK inh
16	Cc1cc(C(=O)NCc2cc(C(=O)O)oc2C)c(C)o1	-72	-1	1	5	-1	13	-1.0	-15	0.7
17	COc1ccc(NC(=O)CCSCCc2ccccn2)cc1OC	-11	0	3	8	2	-9	0.7	-3	1.0
18	Cc1cc(N2CCCCC2)nc(NCc2ccccc2)n1	10	-3	67*	8	7	-12	-1.4	-14	-0.1
19	COc1ccc(C2CC(c3ccccc3)Nc3nc(NC(=O)c4cccs4)nn32)cc1 (centres undefined)	-8	0	6	5	4	-22	0.7	5	-0.7
20	COC(=O)Cn1cc([N+](=O)[O-])nc1C	7	-2	2	7	0	8	2.0	-8	0.5
21	COc1ccc(-c2nnc(SCC(=O)N3CCCC(C)C3)o2)c(OC)c1 (centres undefined)	-10	1	x	6	4	-4	0.4	-10	0.0
22	CCOC(=O)c1ccc(NC(=S)N2CCCC(C)C2)cc1 (centres undefined)	-5	-4	2	1	0	3	0.3	-7	0.9
23	CCOC(=O)Cc1csc(NC(=O)c2ccc(NC(C)=O)cc2)n1	-22	4	-4[fluorescence artefact?]	0	-3	-4	-1.0	-20	2.0
24	O=C(NC1CCN(C(=S)NCCc2ccccc2)CC1)C1CCCCC1	-10	1	2	7	2	-2	0.8	-13	-0.1
25	C=CCNC(=O)COc1c(C)ccc(C)c1C	-16	2	2	0	-4	-5	0.5	-2	1.4
26	Cc1cc(C)cc(NC(=O)CC2NCCNC2=O)c1 (centres undefined)	-4	1	-1	0	0	11	-0.4	-8	0.2
27	O=C(COc1ccc(Cl)cc1)NCc1cn2cc(Cl)ccc2n1	-20	0	0	3	3	-10	0.6	-3	0.9
28	Cc1occc1C(=O)N/N=C/c1ccc(N(C)C)cc1	-267	0	-1	2	3	0	0.4	-68	0.3
29	CC(C)N1CCN(Cc2ccoc2)CC1CCO (centres undefined)	-15	-1	0	6	2	2	-0.8	-3	0.4
30	COc1ccc(NC(=O)COC(=O)C2CCCCC2)c([N+](=O)[O-])c1	-2	-1	3[fluorescence artefact?]	3	-2	0	1.2	-5	1.3

(continued)
#	Compound	S1P4 antagonist	Wee1 stabilizer	eIF4E-4G inh	BaF3 parental	Ba/F3 V617F tox	NPY-Y2 PAM-ag	S1P4 agonist	MDM2 E3 inh	PERK inh
31	CC1(C)CC(=O)C2=C(C1)N(c1ccccc1)C(=O)CC2c1ccc(O)cc1 (centres undefined)	-1	0	-3	10	-3	-4	1.4	-19	0.6
32	COc1ccc(C(C[N+](=O)[O-])n2nc(C)cc2C)cc1 (centres undefined)	-13	-1	3[fluorescence artefact?]	2	-2	12	0.4	-4	0.4
33	CC(C)N(Cc1ccccc1)C(=O)Cn1c(=O)cnc2ccccc21	-1	-3	-4	5	2	-11	0.5	x	0.7
34	CCCCOC(=O)CCc1nc2ccccc2[nH]c1=O	-8	-1	-1[fluorescence artefact?]	3	-2	-9	1.8	-4	-1.0
35	Cc1ccc(C2c3c(oc4ccc(Cl)cc4c3=O)C(=O)N2CCCN2CCOCC2)o1 (centres undefined)	-14	0	4	7	-2	-10	-0.7	3	1.2
36	OCCNc1nc2ccccc2n1CCN1CCCCC1	-8	1	-1	-3	-2	-5	2.1	-12	0.7
37	Cc1ccc(-n2nc(-c3ccc(N)cc3)cc2N)cc1	-5	2	3	6	3	4	-0.8	-16	-0.6
38	Cc1c(CN(C)Cc2cn(C)nc2-c2ccccc2F)[nH]c2ccccc12	2	-2	-2	6	0	6	0.5	-5	-0.7
39	O=C(COc1cccc(NC(=O)c2cccc([N+](=O)[O-])c2)c1)c1ccc(Br)cc1	-10	-2	-1	5	-1	-9	-1.7	-24	-0.8
40	CC(C)c1onc(C(=O)NCc2ccccn2)c1[N+](=O)[O-]	-7	-1	1	0	-1	-4	1.9	-12	-0.1
41	COc1ccc(C(=O)NC2CCCCCC2)cc1S(=O)(=O)Nc1ccc(Br)cc1	0	1	0	4	1	26	2.6	-10	-0.9
42	COc1ccccc1NC(=O)c1cc(Cl)nc2ccccc12	-5	0	0	3	1	15	-1.3	-12	0.6
43	Cc1cc(N2C(=O)C(=O)/C(=C(/O)c3ccc(F)cc3)C2c2cccc(Br)c2)no1 (centres undefined)	9	3	-3	1	-1	4	-1.5	-5	0.7
44	COCCCNC(=S)NC1CCCCC1	-17	2	4	5	-3	12	-0.2	1	1.1
45	COC(=O)CNC(=O)c1c(-c2ccccc2Cl)noc1C	-13	-2	-1	7	-2	22	2.0	-3	0.5

Records 31 to 35, quoted:
#	Compound	S1P4 antagonist	Wee1 stabilizer	eIF4E-4G inh	BaF3 parental	Ba/F3 V617F tox	NPY-Y2 PAM-ag	S1P4 agonist	MDM2 E3 inh	PERK inh
31	CC1(C)CC(=O)C2=C(C1)N(c1ccccc1)C(=O)CC2c1ccc(O)cc1 (centres undefined)	-1	0	-3	10	-3	-4	1.4	-19	0.6
32	COc1ccc(C(C[N+](=O)[O-])n2nc(C)cc2C)cc1 (centres undefined)	-13	-1	3[fluorescence artefact?]	2	-2	12	0.4	-4	0.4
33	CC(C)N(Cc1ccccc1)C(=O)Cn1c(=O)cnc2ccccc21	-1	-3	-4	5	2	-11	0.5	x	0.7
34	CCCCOC(=O)CCc1nc2ccccc2[nH]c1=O	-8	-1	-1[fluorescence artefact?]	3	-2	-9	1.8	-4	-1.0
35	Cc1ccc(C2c3c(oc4ccc(Cl)cc4c3=O)C(=O)N2CCCN2CCOCC2)o1 (centres undefined)	-14	0	4	7	-2	-10	-0.7	3	1.2

(cont.)
#	molecule	S1P4 antagonist	Wee1 stabilizer	eIF4E-4G inh	BaF3 parental	Ba/F3 V617F tox	NPY-Y2 PAM-ag	S1P4 agonist	MDM2 E3 inh	PERK inh
46	Cc1ccc(C(=O)Cn2cnc3ccccc3c2=O)cc1C	-10	0	2	4	1	16	0.3	-1	-1.6
47	CC(c1ccccc1F)n1cc(C(=O)NCCc2ccco2)nn1 (centres undefined)	-10	-1	4[fluorescence artefact?]	7	-2	14	0.0	-18	0.1
48	CCCS(=O)(=O)N1CCCC(C(=O)NCc2ccc3c(c2)OCO3)C1 (centres undefined)	-23	0	x	5	4	-13	1.4	-13	0.0
49	CCOC(=O)c1ccc2nc(C(F)(F)F)[nH]c(=O)c2c1	2	1	-4	3	1	-3	0.2	16	1.1
50	Cn1c(=O)[nH]c(=O)c2c1nc(NCCCO)n2CCCc1ccccc1	-11	0	5	4	-1	-6	0.9	-17	0.8
51	CCn1c(-c2cccc(S(=O)(=O)N3CCCC3)c2)n[nH]c1=S	-2	1	-6	-6	6	2	1.6	x	0.6
52	COc1ccccc1OCCCOc1ccc(C)cc1Br	-7	-2	3	4	-7	4	1.6	-4	0.5
53	Cc1ccnc(SCCn2c(N3CCN(Cc4ccccc4)CC3)nc3c2c(=O)[nH]c(=O)n3C)n1	-18	-1	-3	5	0	-6	1.4	-4	-0.5

Next section
#	molecule	S1P4 antagonist	Wee1 stabilizer	eIF4E-4G inh	BaF3 parental	Ba/F3 V617F tox	NPY-Y2 PAM-ag	S1P4 agonist	MDM2 E3 inh	PERK inh
54	COc1ccccc1NC(=O)CN1CCC(c2nc3ccc(C)cc3[nH]2)CC1	1	-1	0	8	1	-9	3.8	-31	-1.0
55	O=C1CN(C(=O)COC(=O)CCNS(=O)(=O)c2ccc(Cl)cc2)c2ccccc2N1	8	-1	-9	-5	-2	8	0.5	x	1.6
56	CCCCc1c(C)nc(N2CCCC2)[nH]c1=O	2	1	-3	4	-2	-5	2.1	-7	1.8
57	CC1CCN(C(=O)C2CCC(CNc3c(N4CCCCC4)c(=O)c3=O)CC2)CC1 (centres undefined)	-9	-2	2	0	-4	-17	-0.1	x	0.3
58	CC(/C=N/NC(=O)c1nnn(-c2nonc2N)c1CN(C)C)=C\c1ccco1	0	-2	6	-3	0	-9	-1.1	-10	-0.2
59	COc1ccccc1Nc1nc(-c2sc(NC(=O)c3cccc(Cl)c3)nc2C)cs1	8	3	-10	2	-3	0	-1.9	-16	-0.4
60	COC(=O)CCC(=O)N(CCN(C(=O)CCC(=O)OC)c1ccccc1)c1ccccc1	-2	3	1	3	0	12	0.1	-3	-0.1
61	Cn1cccc1/C=C1\Cc2ccccc2C1=O	-23	2	-2	4	3	4	2.5	-15	-0.2
